aSyn yeast inh = qHTS of alpha-syn Inhibitors; Yeast expressing alpha-synuclein, growth rescue, BacTiter-Glo, 24 h; Potency, µM (highest dose often 46.1 µM), inactives show top-dose growth rescue (activation), usual class: activators; hit rate 0.14% among 370,000; AID 652106, 2013; also: potency is read from the fitted curve at half-maximal effect; % of control where 0% means no effect; nearly all actives have a fitted effect of over 65% in size
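Rescue of yeast growth: cells expressing toxic alpha-synuclein, induced in galactose at OD600 0.02, incubated with compound 24 h at 30 C. ATP luminescence quantified growth; inhibitors of toxicity appear as activators.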
FUS suppressor = qHTS for Suppressors of FUS Proteinopathy: Primary screen using FUS-linked yeast assay. S. cerevisiae FUS-expressing, growth rescue, OD600, 24 h. Potency, µM (highest dose often 76.6 µM), for inactives: top-dose growth rescue (activation), actives largely listed as activators. hit rate 0.24% among 390,000. AID 1347120, 2019;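 also: potency is read from the fitted curve at half-maximal effect; plate controls were DMSO vehicle for no effect and reference control for full effect; nearly all actives have a fitted effect of over 55% in size; some results filed as inactive show a strong effect at the top dose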
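Galactose (2%) drives FUS expression in yeast precultured in raffinose; seeding density OD 0.005. Test compounds incubated 24hr at 30C and 99% humidity before absorbance at 600 nm was measured.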
DRD3 antagonist = qHTS of D3 Dopamine Receptor Antagonist: qHTS | max response, negative = inhibition, % | D3R cells, DiscoveRx beta-arrestin luminescence, antagonist mode; hits give low values | D(3) dopamine receptor (Homo sapiens), P35462 | hit rate 2.5% among 360,000 | AID 652054, 2013; in the data active = max response below about -50%; inconclusive = no clear call, values can overlap the other calls; also: % is scaled to controls: 0 for no effect and ±100 for the full control effect; mostly tested at two doses, the higher about 12 µM
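Cells plated overnight at 1500 cells/well, then exposed to library compounds with dopamine controls for 90 minutes at 37 degrees C. DiscoveRx reagent added for 30–60 minutes at room temperature; luminescence read, quantitative HTS format.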
EPAC2 agonist = qHTS for Agonist of cAMP-regulated guanine nucleotide exchange factor 4 (EPAC2): primary screen; EPAC2 activation, biochemical qHTS; response scale: 100% = 6.5 mM cAMP response; hit rate 0.079% among 360,000; Potency, µM (highest dose often 154 µM), without a hit: at the highest dose activation, hits mostly activators; Rap guanine nucleotide exchange factor 4 (Homo sapiens), Q8WZA2; also: potency is read from the fitted curve at half-maximal effect; nearly all actives have a fitted effect of over 50% in size
Target sequence (Q8WZA2 whole entry, looked up): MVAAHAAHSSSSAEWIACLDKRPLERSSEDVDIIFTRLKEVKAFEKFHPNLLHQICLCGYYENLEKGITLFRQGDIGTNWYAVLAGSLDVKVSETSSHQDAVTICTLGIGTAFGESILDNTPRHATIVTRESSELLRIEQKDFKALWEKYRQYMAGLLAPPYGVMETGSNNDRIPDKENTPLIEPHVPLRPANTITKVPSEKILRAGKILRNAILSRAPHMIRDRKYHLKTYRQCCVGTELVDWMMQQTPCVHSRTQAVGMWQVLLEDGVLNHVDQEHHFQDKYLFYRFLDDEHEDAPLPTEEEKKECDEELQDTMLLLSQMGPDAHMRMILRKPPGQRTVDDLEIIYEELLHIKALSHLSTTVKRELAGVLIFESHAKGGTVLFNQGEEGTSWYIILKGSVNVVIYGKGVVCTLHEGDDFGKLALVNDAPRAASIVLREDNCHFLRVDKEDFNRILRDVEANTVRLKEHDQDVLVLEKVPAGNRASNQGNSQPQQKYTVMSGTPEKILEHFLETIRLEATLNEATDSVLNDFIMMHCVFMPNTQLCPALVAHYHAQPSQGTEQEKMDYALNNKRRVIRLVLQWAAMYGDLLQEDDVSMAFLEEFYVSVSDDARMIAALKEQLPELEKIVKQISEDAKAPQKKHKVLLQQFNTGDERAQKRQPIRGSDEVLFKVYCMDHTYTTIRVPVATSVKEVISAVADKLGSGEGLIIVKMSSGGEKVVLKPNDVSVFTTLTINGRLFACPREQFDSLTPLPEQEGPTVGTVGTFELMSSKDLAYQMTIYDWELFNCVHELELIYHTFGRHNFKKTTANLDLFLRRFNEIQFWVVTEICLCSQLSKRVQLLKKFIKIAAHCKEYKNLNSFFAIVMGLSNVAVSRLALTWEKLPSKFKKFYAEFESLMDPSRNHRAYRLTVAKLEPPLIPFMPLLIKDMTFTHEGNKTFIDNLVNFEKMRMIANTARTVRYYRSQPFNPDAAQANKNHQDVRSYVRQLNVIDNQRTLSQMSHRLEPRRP
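In this primary screen, activation is scored as increased exchange of BODIPY-GDP from Rap1B by 100 nM EPAC2, with 50 uM GDP as competitor. Signal is normalized to the 6.5 mM cAMP agonist control.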
EPAC2 antag = qHTS for Antagonist of cAMP-regulated guanine nucleotide exchange factor 2 (EPAC2): primary screen; Rap guanine nucleotide exchange factor 4 (Homo sapiens), Q8WZA2; EPAC2 GEF exchange of Rap1B-BODIPY-GDP, fluorescence; Potency, µM (highest dose often 114 µM), for inactives: at the top dose activity, negative = inhibition, most hits filed as inhibitors; hit rate 0.18% among 360,000; AID 720708, 2013; also: potency is read from the fitted curve at half-maximal effect; % is scaled to controls: 0 for no effect and ±100 for the full control effect; nearly all actives have a fitted effect of over 45% in size; many of its hits are not listed in these tables
D3 ag = qHTS of D3 Dopamine Receptor Agonist: qHTS. D(3) dopamine receptor (Homo sapiens), P35462. hit rate 0.58% among 410,000. max activation, %. AID 652048, 2013. D3R DiscoveRx beta-arrestin cells, luminescence, 90 min; in the data active = max activation above about 30%; also: 0% is about no effect; mostly tested at two doses, the higher about 12 µM
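Cells at 1500/well, incubated overnight, then treated with pinned compounds (dopamine as control) for 90 min at 37 degrees C. DiscoveRx reagent added for 30 - 60 minutes at room temperature; luminescence read.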
Abeta yeast res = qHTS for compounds that reverse cellular toxicity of Amyloid beta (A-beta) peptide in yeast: Primary Screen; yeast expressing A-beta42, growth rescue, OD600, 48 h; response scale: 0% DMSO, 100% iron-clioquinol control; Potency, µM (titrated, usually from 46.1 µM), inactives show at the highest dose growth rescue, actives largely listed as activators; hit rate 0.063% among 410,000; AID 1347071, 2019; also: potency is read from the fitted curve at half-maximal effect; nearly all actives have a fitted effect of over 55% in size
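Growth rescue measured by 600 nm absorbance after 48 h yeast culture at 30 C with compound. Values normalized between DMSO and an equimolar ferric chloride plus clioquinol control.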
TDP-43 yeast inh = qHTS of TDP-43 Inhibitors; TDP-43 expressing yeast growth rescue, BacTiter-Glo, 24 h; Potency, µM (titrated, usually from 46.1 µM), without a hit: top-dose growth rescue (activation), most hits filed as activators; hit rate 1.8% among 410,000; AID 652104, 2013; also: potency is read from the fitted curve at half-maximal effect; % of control where 0% means no effect; nearly all actives have a fitted effect of over 50% in size
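In this qHTS, compounds that restore growth of yeast expressing TDP-43 appear as activators. Cells (OD600=0.02, galactose medium, raffinose-pregrown) are incubated with compound 24 hr at 30 deg C and growth is quantified by BacTiter-Glo.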
Numbers without * were called inactive; ? = inconclusive; . = no result given; & = joins results of further samples; [ ] = dose if it differs, or a comment. Unless noted, calls follow the shape of the dose curve; as a rule, active = well fitted curve in the direction sought with a large enough effect; inconclusive = small, poorly fitted or top-dose-only effect, or another doubt; inactive = no such curve, though single readings can be large; an effect the other way counts as inactive or inconclusive.

Sample of the layout, 2 compounds:
Values run as follows: aSyn yeast inh	FUS suppressor	DRD3 antagonist	EPAC2 agonist	EPAC2 antag	D3 ag	Abeta yeast res	TDP-43 yeast inh
- COc1ccc(C)cc1S(=O)(=O)N(CC(=O)NC1CCCC1)c1ccc(F)cc1
→ -4%	41%	-22	1%	-14%	-8	5%	-14%
- O=C(C[C@H]1C[C@H](C(=O)N2CCOCC2)[C@@]2(CCC3CCCC3)c3[nH]c4cc(-c5ccco5)ccc4c3CCN2C1=O)NCCN1CCOCC1
→ -12%	35%	-12	4%	-2%	-4	9%	26%

The whole of this part, previewed entries included:
Values run as follows: aSyn yeast inh	FUS suppressor	DRD3 antagonist	EPAC2 agonist	EPAC2 antag	D3 ag	Abeta yeast res	TDP-43 yeast inh
- COc1ccc(C)cc1S(=O)(=O)N(CC(=O)NC1CCCC1)c1ccc(F)cc1
→ -4%	41%	-22	1%	-14%	-8	5%	-14%
- O=C(C[C@H]1C[C@H](C(=O)N2CCOCC2)[C@@]2(CCC3CCCC3)c3[nH]c4cc(-c5ccco5)ccc4c3CCN2C1=O)NCCN1CCOCC1
→ -12%	35%	-12	4%	-2%	-4	9%	26%
- Cc1cccnc1C(NC(=O)C1CCN(CCCc2ccccc2)CC1)c1ccc(Cl)cc1 (stereo not given)
→ -4%	-5%	-78*	11%	4%	-16	-9%	7%
- O=C(CNC(=O)c1ccccc1F)N/N=C/c1ccc2c(c1)OCO2
→ 5%	18%	3	17%	-6%	-2	-3%	7%
- Cc1ccc(-c2nc(S(=O)(=O)c3ccc(F)cc3)c(N3CCN(c4ccccc4)CC3)o2)cc1
→ .	-17%	.	.	.	-14	-15%	1%
- Cc1cc(C)c[n+](-c2[nH]c(=O)sc2/C=N/N=C(\[O-])c2cccnc2)c1
→ -8%	-2%	-6	4%	1%	-5	6%	-3%
- COc1ccc(S(=O)(=O)N2CCOC2CNC(=O)C(=O)NCCc2c[nH]c3ccccc23)cc1C (stereo not given)
→ -4%	?	20	10%	-13%	-3	-9%	1%
- CC(CNc1ccc([N+](=O)[O-])cc1)NC(=O)c1ccccc1Br (stereo not given)
→ -1%	5%	3	2%	4%	-6	-9%	9%
- CCCn1c(SCC(=O)N2CCCC(C)C2)nnc1-c1ccccn1 (stereo not given)
→ 0%	-10%	11	10%	-1%	-5	-4%	11%
- CCOc1ccc(N(CC(=O)N/N=C/c2ccccn2)S(=O)(=O)c2ccc(Cl)cc2)cc1
→ 2%	?	3	19%	-13%	-1	6%	-3%
- COc1ccc(Nc2ncnc3c2cnn3-c2cccc(C)c2)cc1OC
→ 0%	-32%	2	-7%	-20%	6	-20%	0%
- CCCC(=O)N1CC2(C)CN(C(=O)CCC)CC(CCC)(C1)C2=O
→ 1%	-3%	0	-1%	5%	3	-3%	7%
- Cc1cc(C)c2c(CC(=O)NC(C)C)coc2c1
→ -3%	-3%	-16	-6%	0%	-5	10%	11%
- O=C(NN1C(=O)NC2(CCCCC2)C1=O)c1ccc(-c2ccccc2Cl)o1
→ 1%	8%	-52*	-3%	-2%	-6	7%	-10%
- CCCC(=O)N1CCC1(C)C(=O)Nc1cc(OC)c(OC)c(OC)c1 (stereo not given)
→ 2%	-13%	12	4%	-2%	1	-10%	10%
- COCCNC(=O)c1cnc2sc(N3CCC(C)CC3)nn2c1=O
→ .	-12%	.	.	.	-11	-7%	2%
- COc1ccc(/C=N/NC(=O)c2c(C)nnn2-c2nonc2N)cc1OC
→ -4%	10%	-11	30%	2%	-2	-24%	-10%
- CC1CC(C)CN(CCCNC(=O)Cn2ncn3cccc3c2=O)C1 (stereo not given)
→ -1%	23%	?	8%	-6%	1	11%	0%
- COc1ccccc1C(=O)Nc1ccc(C(=O)N2CCCC2)cc1
→ 5%	2%	27	6%	3%	2	3%	-8%
- COc1ccc(CC(=O)NC(C)CCc2ccccc2)cc1OC (stereo not given)
→ -1%	19%	-17	11%	-5%	-14	4%	5%
- COc1ccc(/C=C2\N=C(C)OC2=O)cc1[N+](=O)[O-]
→ 20%	-4%	1	9%	1%	-13	-41%[inhibitor]	?
- Nc1nnc(SCc2ccc([N+](=O)[O-])cc2)s1
→ 5%	11%	20	8%	2%	25	5%	2%
- Cc1ccccc1-c1ccccc1N
→ 0%	9%	4	4%	6%	9	-2%	-7%[0.397 µM]
- CCOc1ccc(NC(=O)CSCc2cnn(-c3ccccc3)c2-n2cccc2)cc1
→ 11%	27%	19	14%	-6%	0	2%	20µM*
- COn1c(C)c(C(C)=O)c2c3no[n+]([O-])c3ccc21
→ 8%	-16%	4	11%	7%	-8	1%	13%
- Cc1cccc(C)c1NC(=O)Cn1c(=O)n(Cc2ccccc2)c(=O)c2c(C)c(C(=O)N(C)C)sc21
→ .	-6%	.	.	.	-3	-4%	17%
- CCOC(=O)N1CCC(NC(=O)C2CCCN(S(=O)(=O)c3cccnc3)C2)CC1 (stereo not given)
→ 0%	-10%	16	19%	10%	-1	-1%	17%
- O=C(O)/C=C/C(=O)N1CCN(c2ccccc2F)CC1
→ 1%	.	-70*	4%	-9%	-8	-10%	2%
- CCOc1ccc(CCNC(=O)c2ccc(C)c(-n3c(C)nc4cccnc43)c2)cc1OCC
→ .	19%	.	.	.	1	1%	11%
- CC1CCN(S(=O)(=O)c2ccc(C(=O)NNC(=O)C3CC3)cc2)CC1
→ 3%	1%	5	2%	-1%	3	-2%	-7%
- Cc1ccc(C)c(-c2nc3cc(N)ccc3o2)c1
→ -2%	1%	2	1%	0%	-6	-23%	-11%
- COc1cc(C2C3=C(CCCC3=O)Nc3[nH]n(-c4ccccc4)c(=O)c32)ccc1O (stereo not given)
→ -13%	?	-20	8%	5%	-8	-32%	-13%
- CSCCC(NC(=O)c1ccco1)C(=O)N1CCC(C(N)=O)CC1 (stereo not given)
→ -2%	2%	11	-2%	-2%	7	19%	-6%
- O=C(c1cccc(-n2cnnn2)c1)N1CC=C(c2ccccc2)CC1
→ 12%	78%	22	8%	-7%	-4	8%	13%
- CCCCN(CC)CCCNC(=O)c1cn(CC(C)C)c(=O)c2c1c1ccccc1n2C
→ 0%	1%&0%	?	10%	14%	-14&-16	1%&15%	7%&3%
- Cc1ccc(Cc2nc3ccccc3nc2SCC(=O)NCCc2ccccc2)cc1
→ .	9%	.	.	.	8	-2%	12%
- CC(C)C[C@H]1COCCS(=O)(=O)N1Cc1cccc(C(F)(F)F)c1
→ 0%	8%	8	-9%	14µM*	6	0%	14µM*
- CC(=O)c1ccc(NC(=O)C(C)Oc2ccc(N(C)S(=O)(=O)c3ccc(C)cc3)cc2)cc1 (stereo not given)
→ 1%[1.84 µM]	7%	-4	10%	-8%	1	-8%	9%
- Cc1cc([N+](=O)[O-])nn1CC(=O)Nc1cccc2nonc12
→ 5%	8%	2	-1%	3%	4	14%	0%
- CC(=O)c1ccc(NC(=O)COc2ccccc2-c2nc(C(C)C)no2)cc1
→ .	5%	.	.	.	5	-8%	7%
- Cc1cc(C(=O)NN=Cc2ccc(-c3ccc(F)cc3)o2)c(C)o1
→ 1%	-2%	-23	2%	3%	-3	-20%	17%
- Cc1c(Cl)cccc1NS(=O)(=O)c1ccc(-c2cnc(C3CC3)o2)cc1
→ .	?	.	.	.	-13	1%	?
- Nc1ccccc1-c1n[nH]c(=S)s1
→ -11%	0%	-7	0%	1%	0	?	-7%
- NC(=S)N/N=C/C=C/c1ccccc1
→ 5%	-20%	12	-1%	0%	1	29%	10µM*
- COc1ccc(/C=C/C(=O)O)cc1COc1cccc(C)c1
→ ?	.	-8	6%	-8%	-9	-13%	-11%
- CCCCc1c(O)nc(SCC(=O)NCC2CCCO2)[nH]c1=O (stereo not given)
→ 3%	-6%	3	7%	12%	2	22%	19%
- COCC(C)NS(=O)(=O)c1ccccc1 (stereo not given)
→ 11%	-29%	13	-1%	14%	12	0%	9%
- Cc1ccc(-c2ccc(=O)n(CC(=O)NCc3ccc(F)cc3)n2)cc1
→ 4%	7%&-1%	-2	-4%	-4%	0&-4	4%&-12%	-5%&18%
- O=C(O)C(NS(=O)(=O)c1cccc2nsnc12)c1ccccc1 (stereo not given)
→ -8%	-13%	-11	5%	19%	-1	20%	-12%
- COc1ccc(S(=O)(=O)Nc2ccc(C(F)(F)F)cc2)cc1OC
→ 14%	4%	2	1%	-13%	1	-22%	14%
- [N-]=[N+]=NCC/C=C\C1NS(=O)(=O)OCC1O (stereo not given)
→ 1%	-22%	-22	10%	11%	4	1%	0%
- Cn1c(=O)c2c(nc(N3CCCCC3)n2CCNC2=NCCC2)n(C)c1=O
→ 5%	-35%	35	-2%	-1%	3	11%[9.22 µM]	9%
- CCCn1c(SCc2nc(-c3ccc(OC)c(OC)c3)no2)nnc1-c1ccccc1
→ .	?	.	.	.	2	-19%	?
- CC1(C)CSC(=S)N1S(=O)(=O)c1ccccc1
→ 18%	24%	-27	8%	2%	-8	32%	25%
- Cc1ccc(N(C)S(=O)(=O)c2ccc3[nH]cc(C(=O)O)c(=O)c3c2)cc1C
→ .	20%	.	.	.	12	-10%	11%
- O=C1N[C@@H](Cc2c[nH]c3ccccc23)COC(=O)[C@H](Cc2ccc(F)cc2)C/C=C\C[C@@H]1CC(=O)N(CCO)Cc1ccccc1
→ 6%	28µM*	22	4%	-3%	3	8%	22%

High-throughput results as filed in PubChem BioAssay.

Only part of the results is shown; rates above refer to the full screens.
